# tim23-1 inh: tim23-1 yeast growth inhibition | S. cerevisiae tim23-1 growth, BacTiter-Glo luminescence, 24 h | inhibition, % at 20 µM | hit rate 1.3% among 330,000;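 active = growth inhibition of the mutant yeast at or above 50%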;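 also: temperature-sensitive mutant grown at 25 °C; plate controls were DMSO-treated mutant yeast for no effect and medium wells lacking yeast for full effect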
# APJ ag: activates the human apelin receptor APJ | P35414 | CHO-K1 APJ PathHunter beta-arrestin, luminescence; 0% DMSO wells, 100% apelin | activation, % at 20 µM | hit rate 0.11% among 330,000 | AID 2520;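 active = activation more than six SD over the plate average, tested at 20 µM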;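 also: 0% = DMSO alone and 100% = apelin-13 at 10 nM; some results filed as inactive read as strong as hits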
# Target sequence (P35414 whole entry, looked up): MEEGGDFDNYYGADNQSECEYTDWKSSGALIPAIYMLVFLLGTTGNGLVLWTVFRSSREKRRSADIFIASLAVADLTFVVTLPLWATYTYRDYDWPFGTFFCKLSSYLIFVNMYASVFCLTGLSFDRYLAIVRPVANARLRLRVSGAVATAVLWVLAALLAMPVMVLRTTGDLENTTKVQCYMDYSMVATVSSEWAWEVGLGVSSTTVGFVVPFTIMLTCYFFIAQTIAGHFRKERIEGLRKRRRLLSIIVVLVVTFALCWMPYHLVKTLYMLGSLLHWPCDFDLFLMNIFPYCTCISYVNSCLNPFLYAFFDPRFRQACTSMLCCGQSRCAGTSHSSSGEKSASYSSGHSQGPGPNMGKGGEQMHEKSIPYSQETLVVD
#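 assay system = CHO-K1 APJ beta-arrestin complementation cell line | input = cell density 1000 per well | dosing = compound 20 µM once, DMSO 1% | timing = compound 90 min 25 °C, reagent 1 h | measured by = luminescence from split beta-galactosidase complementation, Galacton Star/Emerald II substrate | read-out basis = APJ agonist activity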
# Mdm2 MdmX PPI: disrupts the human Mdm2-MdmX interaction | hit rate 3% among 330,000 | SaOS-2 split-luciferase Mdm2/MdmX complementation, luminescence | inhibition, % at 8 µM | AID 485346;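 active = inhibition of at least 50% at 8 µM in the primary screen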
# APJ antagonist: blocks the human apelin receptor APJ; P35414; inhibition, % at 20 µM; hit rate 0.32% among 330,000; CHO-K1 APJ beta-arrestin complementation, luminescence;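 active = inhibition above about 40% at 20 µM, limit read from the data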;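 also: cells challenged with 10 nM apelin-13 agonist together with compound; plate controls were apelin-13 plus DMSO wells for no effect and DMSO wells lacking apelin-13 for full effect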
# XBP1 UPR activ: activators of adaptive arm of unfolded protein response (XBP1); activation, % at 20 µM; CHO-XBP1 luciferase reporter, IRE1-XBP1 UPR activation, luminescence; percent of tunicamycin response, DMSO as zero; hit rate 0.33% among 330,000;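 active = versus positive control, 20 µM dose yields 30% or more activation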;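 also: 100% = tunicamycin at 10 µg/mL and 0% = DMSO only wells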
#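 Material – CHO cell line with stable XBP1 luciferase reporter · Buffer or medium – F12 plus 10% FBS · Compound – single point, 20 µM final compound, 1% DMSO · Schedule – 16-18 h cell attachment at 37 °C, then 6 h compound exposure · Signal – Steady-Glo luminescence read · Benchmarks – high control tunicamycin 10 µg/mL final, low control DMSO vehicle only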
# UPR CHOP act: activators of apoptotic arm of unfolded protein response (CHOP). AID 449763. hit rate 0.34% among 330,000. activation, % at 10 µM. CHO-CHOP luciferase reporter, UPR activation, luminescence; percent of tunicamycin response over DMSO baseline;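 active = at 10 µM dose, activation of 40% or more, normalized to positive control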;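 also: 100% = tunicamycin at 10 µg/mL and 0% = DMSO alone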
#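 Assay system: CHO-CHOP cells, stable luciferase reporter of PERK-eIF2a-CHOP signalling / Buffer or medium: F12 plus 10% serum / Compound dosing: one dose, 10 µM in 0.5% DMSO / Times: 6 h compound treatment, 37 °C / Technique: luciferase luminescence / Read-out: % reporter activation, DMSO baseline versus tunicamycin full activation / Benchmarks: tunicamycin and DMSO controls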
# Jurkat NFkB inh: inhibitors of the PMA/ionomycin-induced NF-kB reporter in Jurkat cells; PMA/ionomycin-induced NF-kB luciferase reporter, luminescence; inhibition, % at 4 µM; hit rate 0.53% among 330,000; in the data active = inhibition above about 50%
# 697 NFkB inh: inhibitors of the PMA/ionomycin-induced NF-kB reporter in 697 B cells; inhibition, % at 4 µM; 697 B-cell NF-kB luciferase reporter, 16 h; hit rate 0.33% among 330,000; in the data active = inhibition above about 35%
# * hit, by the source's call.
SMILES,tim23-1 inh,APJ ag,Mdm2 MdmX PPI,APJ antagonist,XBP1 UPR activ,UPR CHOP act,Jurkat NFkB inh,697 NFkB inh
CCCCOc1c(Br)cc(/C=N/O)cc1OCC,46,-7,18,13,3,0.6,-14,16
Cc1ccc(C(=O)C2=C(O)C(=O)N(CC3CCCO3)C2c2ccccc2F)o1 (configuration not stated),-14,-2,24,-10,-2,0.6,31,6
CCN(CC)S(=O)(=O)c1cc(C(=O)Nc2cccnc2)ccc1Cl,5,-4,20,4,0,-2.1,5,19
CCOc1ccc(C(=O)Nc2cc(=O)n(C)c(=O)n2C)cc1,-15,-2,24,-68,-1,0.0,1,6
O=C(NC1=NCCS1)C1CCN(S(=O)(=O)c2ccccc2C(F)(F)F)CC1,20,-5,13,-5,0,-0.8,15,-1
O=[N+]([O-])c1ccc(S(=O)(=O)NCC2CCCO2)cc1 (configuration not stated),6,3,-10,-23,-2,0.7,5,7
Cc1cc(C)cc(OCC(=O)Nc2cccc(C(=O)O)c2)c1,-6,-3,8,-6,3,1.4,4,1
CS(=O)(=O)N1CCC(C(=O)N2CCN(c3ccc(F)cc3)CC2)CC1,14,1,7,1,-2,-0.8,-3,25
CN1CCN(C(=O)c2cc3nc(-c4ccc(F)cc4)cc(C(F)(F)F)n3n2)CC1,4,1,27,7,3,0.1,15,5
O=C(COc1ccccc1)Nc1cc(Cl)ccc1Cl,16,-5,-22,15,0,6.9,-59,-50
CC(=O)Nc1ncnc2c1c(-c1ccc(Cl)cc1)nn2C(C)(C)C,52*,-3,73*,4,13,-0.6,-11,-39
CC(C)C(NC(=O)c1ccc(Cl)cc1)C(=O)NC1=NCCS1 (configuration not stated),-6,-5,7,10,1,-3.1,-10,13
Cc1ccc(-n2nc(C)c3c(C)c(CCC(=O)NCc4ccco4)c(C)nc32)cc1,30,-2,27,-18,-3,-0.7,3,-3
COC(=O)c1ccc2c(=O)n(CC3CCCO3)c(SCC(=O)Nc3ccccc3OC)nc2c1 (configuration not stated),8,-4,15,5,14,3.0,-10,-23
CCNC(=O)/C(C#N)=C/c1c(N2CCCCCC2)nc2c(C)cccn2c1=O,41,-5,22,-3,-4,1.3,-13,-6
CCC(C)[C@H]1COCCS(=O)(=O)N1Cc1ccccc1F (some centres not stated),28,3,4,11,1,0.1,2,-14
O=S(=O)(NCCC1=CCCCC1)c1ccc(OC(F)(F)F)cc1,39,5,-3,-3,0,0.3,15,-7
Cc1cccc(NC(=O)CN(CC2CCCO2)C(=O)c2ccc(S(C)(=O)=O)cc2)c1C (configuration not stated),16,-1,-12,-16,-3,2.2,8,-1
O=C1OCCC1Sc1nnnn1-c1ccccc1 (configuration not stated),16,-9,-30,-3,0,2.4,-9,-16
COc1cc(/C=C2/C(=N)N3N=C(CC(=O)N4CCOCC4)SC3=NC2=O)ccc1OCc1ccc(F)cc1,20,-5,-42,11,-9,4.2,-56,-12
Cc1onc(C(=O)NCc2ccccn2)c1[N+](=O)[O-],-2,-1,-25,3,1,-1.6,11,-1
CCCCN1C(=O)C(=O)N(CC(=O)Nc2ccc(OC(F)(F)F)cc2)C1=O,3,-4,-10,6,-2,2.0,3,-6
CC(=O)NS(=O)(=O)c1ccc(NC(=S)NC(=O)C(C)(C)C)cc1,-1,-5,5,1,0,-0.6,11,17
O=S(=O)(NCCc1ccccc1)c1ccc(Br)s1,27,8,14,1,-1,-0.5,9,-1
O=C(c1cc(-c2cccs2)nc2ccccc12)N1CCN(CCO)CC1,18,15,4,6,-1,0.8,5,7
COc1ccc(NC(=O)CSc2nnc(-c3cccc(O)c3)o2)cc1,-8,2,-24,1,-2,2.5,-33,26
O=C(c1ccc(F)cc1)C1CCN(C(=S)Nc2ccccc2)CC1,19,-4,18,25,-1,-2.2,2,-3
Cc1ccc(-c2nnc3c4ccccc4c(C)nn23)cc1S(=O)(=O)N1CCN(C)CC1,8,-4,25,10,10,0.2,-21,-7
NC(=O)C1CCCN(CC(O)COCc2ccc(Cl)cc2)C1 (configuration not stated),-6,-5,11,-10,-3,0.4,-5,2
CC[C@@H](C)[C@H](NC(=O)OC(C)(C)C)c1nnc(S(=O)(=O)Cc2cc(C)ccc2C)o1,43,0,82*,14,-16,225*,22,-26

# The list goes on; the last 3 above are carried over.
SMILES,tim23-1 inh,APJ ag,Mdm2 MdmX PPI,APJ antagonist,XBP1 UPR activ,UPR CHOP act,Jurkat NFkB inh,697 NFkB inh
Cc1ccc(-c2nnc3c4ccccc4c(C)nn23)cc1S(=O)(=O)N1CCN(C)CC1,8,-4,25,10,10,0.2,-21,-7
NC(=O)C1CCCN(CC(O)COCc2ccc(Cl)cc2)C1 (configuration not stated),-6,-5,11,-10,-3,0.4,-5,2
CC[C@@H](C)[C@H](NC(=O)OC(C)(C)C)c1nnc(S(=O)(=O)Cc2cc(C)ccc2C)o1,43,0,82*,14,-16,225*,22,-26
COc1ccccc1NC(=S)Nc1cccc2cnccc12,21,1,10,-18,-2,0.6,46,-3
COCc1cc(=O)n2[nH]c(-c3cccc(Br)c3)cc2n1,17,2,2,0,5,1.6,-21,-38
CC(C)c1ccc(NC(=S)N(C)CCc2ccccn2)cc1,23,-1,2,-7,1,0.2,-12,1
COc1cccc(-n2nnc3c(=O)n(CC(=O)OCc4ccccc4)cnc32)c1,-1,-5,17,14,1,-1.5,-4,0
CCCN1CCC(=O)N([C@H](CO)CC(C)C)CC1,10,4,-6,-37,-1,5.6,-1,8
CN(C)/C=C(\C#N)C(=O)c1cccc(Oc2ccc(Br)cc2)c1,17,-2,14,14,-1,-1.7,7,-4
CCOC(=O)c1ccc[n+](CC(=O)c2ccccc2)c1,13,0,21,-1,-1,-0.7,15,3
COC(=O)[C@@H](NC(=O)O[C@@H]1C(=O)c2cc(Br)ccc2O[C@H]1c1cccc(OC)c1)C(C)C,29,-8,23,-6,-1,4.3,6,13
Cc1ccc(NC(=O)Cn2nnc(C(=O)NCc3ccc4c(c3)OCO4)c2N)cc1,-9,-4,42,2,-4,2.0,-8,2
CC(=O)Nc1ccc(N2CC(C)(C)C2=O)cc1,-2,-1,7,11,0,-1.3,5,-1
Cn1c(=O)c2c(SCC(=O)N3CCOCC3)nc(-c3ccccc3F)nc2n(C)c1=O,11,6,32,10,-2,0.4,13,10
CCOC(=O)c1c(C)c(C(=O)N2CCN(c3ccccc3)CC2)c(C)n1C,15,-3,28,9,-4,-2.7,15,5
O=C(N/N=C/c1ccc(Br)s1)c1ccncc1,-1,0,4,-7,-4,-0.9,-7,-4
c1ccc(SCCCCN2CCOCC2)cc1,-3,0,6,-4,-5,1.2,-5,-9
CCc1cccc(NC(=O)CCc2c(C)nn(-c3ccc(N4CCOCC4)nn3)c2C)c1,6,1,-20,8,2,1.7,-1,-28

# Part of the list above, reformatted:
Molecule	tim23-1 inh	APJ ag	Mdm2 MdmX PPI	APJ antagonist	XBP1 UPR activ	UPR CHOP act	Jurkat NFkB inh	697 NFkB inh
O=C(N/N=C/c1ccc(Br)s1)c1ccncc1	-1	0	4	-7	-4	-0.9	-7	-4
c1ccc(SCCCCN2CCOCC2)cc1	-3	0	6	-4	-5	1.2	-5	-9

# The list goes on.
SMILES,tim23-1 inh,APJ ag,Mdm2 MdmX PPI,APJ antagonist,XBP1 UPR activ,UPR CHOP act,Jurkat NFkB inh,697 NFkB inh
Cc1ccc(S(=O)(=O)NCC(=O)OCC(=O)c2ccc(Br)s2)cc1,16,-5,-20,25,2,1.2,6,9
COc1ccc(NC(=O)CSc2nc3ccccc3c(=O)n2CCC(=O)N2CCCCC2)cc1,-7,-2,4,5,0,-2.3,23,-11
Cc1c(CNCCc2ccc(Cl)cc2)c(C(=O)O)c(C)n1-c1ccccc1,12,-3,19,-8,-3,-0.6,-4,-2
COc1cc(C(C(=O)NC2CCCCC2)N(C(=O)Cc2c[nH]c3ccccc23)c2ccc(C)cc2)cc(OC)c1OC (configuration not stated),12,-3,3,-8,4,0.1,18,12
COc1ccc(CCNC(=O)c2nn(C)cc2Cl)cc1,14,-2,-21,-6,2,1.5,5,-42
Cc1ccc(N/C=C2\CCCCC2=O)c(C)c1,6,-1,-31,19,-1,-1.9,17,16
COCc1nnc(NC(=O)C2CC(=O)N(C3CCCC3)C2)s1 (configuration not stated),6,-2,-20,-2,2,2.3,-10,17
Cc1cc(C)c(NC(=O)CS(=O)CC(=O)NC2CCCc3ccccc32)c(C)c1 (configuration not stated),2,-4,19,0,1,4.3,7,2
COc1ccc(Nc2nnc(SCC(=O)N3CC(=O)Nc4ccccc43)s2)cc1,-1,-3,7,17,-2,0.2,-9,6
COc1ccc2oc(C(=O)OCC(=O)NC(C)(C#N)C3CC3)c(C)c2c1 (configuration not stated),24,-6,0,13,3,-1.0,4,-2
CNC(=O)c1[nH]nc2c1CCc1ccccc1-2,3,1,19,11,3,6.5,-10,6
CC(C)CCNC(=O)c1cc(-c2ccncc2)nc2ccc(S(=O)(=O)N3CCOCC3)cc12,-4,-1,-22,9,-1,-0.1,-4,18
CCC1C(=O)N=C(SCC(=O)Nc2ccc(C(=O)OC)cc2)NC1=O (configuration not stated),4,-1,3,2,-1,-0.7,-7,-1
Cc1onc(-c2ccccc2)c1C(=O)NCCc1c[nH]c2ccccc12,16,-4,5,3,2,-2.2,2,-7
COCCN(C(=O)c1csnn1)C(C(=O)NC1CCCCC1)c1ccc(C)cc1 (configuration not stated),2,0,-14,9,1,-4.5,7,8
COc1cc(CN2CCN(S(=O)(=O)c3ccc(F)cc3)CC2)cc(OC)c1OC,21,-2,-4,20,-1,0.1,9,1
COC(=O)C(C)Oc1ccc2cc(-c3ccccc3)c(=O)oc2c1 (configuration not stated),12,0,12,-5,5,4.5,-7,4
COc1ccccc1C(=O)Nc1ccnn1C1CCN(C(=O)c2cnsn2)CC1,-11,-1,15,8,-4,1.7,-7,15
CN(C)CCCN(C(=O)C1COc2ccccc2O1)c1nc2ccc(F)cc2s1 (configuration not stated),21,-3,-4,15,-2,2.3,-6,10
Cc1cc(=O)oc2c3c(cc(OCC(=O)NCc4ccncc4)c12)OC(C)(C)CC3,-3,-3,9,-3,1,0.6,-7,14
CCOc1ccc(NC(=O)CN2CCN(S(=O)(=O)c3ccc(Cl)cc3)CC2)cc1,37,-1,12,4,-3,-0.7,2,-11
C=CCNC1=C(Cl)C(=O)c2ccccc2C1=O,54*,2,25,-5,3,3.9,-13,-19
Cc1ccc2cc(C#N)c(SCC(=O)Nc3ccc4sc(C)nc4c3)nc2c1,-9,0,46,-7,25,2.5,1,-10
CCCNC(=O)COC(=O)/C=C/c1cccc(F)c1,8,-2,-7,-9,-2,0.0,7,8
C=CCNCCCOc1ccc(C)cc1Br,9,2,-12,2,-1,3.5,-20,-20
COC(=O)c1oc2ccc(Cl)cc2c1-n1cccc1,20,1,8,13,-1,2.2,17,9
COCCn1c(SCCN2CCCCC2)nc2ccccc2c1=O,-1,-3,-4,13,-1,-1.0,-9,2
O=C1NC(=Nc2ccccc2)S/C1=C\c1ccccc1,6,0,2,4,3,1.0,-24,-18
CCN(CC)S(=O)(=O)c1ccc(N2CCOCC2)c(NC(=O)c2ccc(N3CCCC3=O)cc2)c1,23,9,20,-22,0,2.3,0,-11
O=C(CCNS(=O)(=O)c1ccc(Br)cc1)NCc1ccc2c(c1)OCO2,3,-6,4,1,-1,-0.4,4,12

# 2 entries from above in a different format:
structure | tim23-1 inh | APJ ag | Mdm2 MdmX PPI | APJ antagonist | XBP1 UPR activ | UPR CHOP act | Jurkat NFkB inh | 697 NFkB inh
C=CCNCCCOc1ccc(C)cc1Br | 9 | 2 | -12 | 2 | -1 | 3.5 | -20 | -20
COC(=O)c1oc2ccc(Cl)cc2c1-n1cccc1 | 20 | 1 | 8 | 13 | -1 | 2.2 | 17 | 9
